Screens deposited in PubChem BioAssay by Broad Institute.
LGR2 antag: inhibitors of bursicon-induced Drosophila LGR2 receptor cAMP signaling | AID 720647 | 380,000 compounds, 0.35% hits | inhibition, % at 9.99 µM | HEK293 LGR2, CRE-luciferase, bursicon-stimulated, 4 h;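 active means drop in luminescence signal, shown as inhibition above about 50% in the replicate tests, limit read from the data, passing the limit was not always enough; inconclusive means probably only some replicates passing the limit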;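 further: agonist challenge used bursicon conditioned medium at about half maximal strength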
XiGFP reactiv: reactivates the inactive X chromosome in mouse fibroblasts; 360,000 compounds, 0.055% hits; XiGFP mouse fibroblasts, % GFP-positive cells imaging, 3 d; cells co-treated with 5-aza-dC sensitizer; scaled so ellipticine positive control = 100%; activation, % at 7.58 µM; AID 743238;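 active means mean normalized replicate activation at least 10% and every replicate at or above 10%; inconclusive means only one of the two criteria met; inactive means mean below 10% and not all replicates reach 10%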;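 further: 0% = median of on-plate neutral control wells and 100% = ellipticine 6 µM median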
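Material: SV40-immortalized XiGFP fibroblast cells, line 68-5-11 | Buffer or medium: DMEM containing 5-aza-dC | Dosing: One concentration, pinned | Times: 3 d treatment, 15 min room-temperature fixation | Controls: Ellipticine 6 µM positive control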
Cneo AK release: Cryptococcus neoformans lysis via adenylate kinase release. C. neoformans lysis, adenylate kinase release luminescence, 4 h; normalised: neutral wells 0, clomiphene wells 100. lysis activity, % at 15 µM. 360,000 compounds, 0.2% hits. AID 651654;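 active means mean lysis activity across replicates of at least 80%, whatever share of replicates individually reach that level; inactive means mean lysis activity below 80%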
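Signal: Adenylate kinase release luminescence | Assay system: Log-phase Cryptococcus neoformans yeast cells | Input: Cells at 5 × 10^6 per mL | Buffer or medium: Fresh YPD growth medium | Compound: Single dose | Schedule: Static 4 h at 37 °C with compound, 1 h detection | Controls: Clomiphene | Read-out: Luminescence rise reflecting yeast cell lysis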
SIRT5 inh: blocks human SIRT5 desuccinylation of peptide | Purified SirT5, succinyl-peptide AMC, trypsin-coupled fluorescence | inhibition, % at 15 µM | 330,000 compounds, 1.1% hits; in the data active means inhibition above about 15%; inconclusive means no clear call, values can overlap the other calls
ERAP1 inh: blocks human ERAP1 aminopeptidase activity; Q9NZ08; recombinant ERAP1, Leu-AMC fluorescence, 60 min; inhibition, % at 10.7 µM; 340,000 compounds, 0.15% hits; AID 652197;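 active means mean replicate inhibition of at least 30%, or all replicates individually reaching that 30% level; inactive means mean below 30% and not every replicate reaching it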;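 further: 0% = neutral control wells and 100% = L-leucinethiol positive control wells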
Target sequence (Q9NZ08 whole entry, looked up): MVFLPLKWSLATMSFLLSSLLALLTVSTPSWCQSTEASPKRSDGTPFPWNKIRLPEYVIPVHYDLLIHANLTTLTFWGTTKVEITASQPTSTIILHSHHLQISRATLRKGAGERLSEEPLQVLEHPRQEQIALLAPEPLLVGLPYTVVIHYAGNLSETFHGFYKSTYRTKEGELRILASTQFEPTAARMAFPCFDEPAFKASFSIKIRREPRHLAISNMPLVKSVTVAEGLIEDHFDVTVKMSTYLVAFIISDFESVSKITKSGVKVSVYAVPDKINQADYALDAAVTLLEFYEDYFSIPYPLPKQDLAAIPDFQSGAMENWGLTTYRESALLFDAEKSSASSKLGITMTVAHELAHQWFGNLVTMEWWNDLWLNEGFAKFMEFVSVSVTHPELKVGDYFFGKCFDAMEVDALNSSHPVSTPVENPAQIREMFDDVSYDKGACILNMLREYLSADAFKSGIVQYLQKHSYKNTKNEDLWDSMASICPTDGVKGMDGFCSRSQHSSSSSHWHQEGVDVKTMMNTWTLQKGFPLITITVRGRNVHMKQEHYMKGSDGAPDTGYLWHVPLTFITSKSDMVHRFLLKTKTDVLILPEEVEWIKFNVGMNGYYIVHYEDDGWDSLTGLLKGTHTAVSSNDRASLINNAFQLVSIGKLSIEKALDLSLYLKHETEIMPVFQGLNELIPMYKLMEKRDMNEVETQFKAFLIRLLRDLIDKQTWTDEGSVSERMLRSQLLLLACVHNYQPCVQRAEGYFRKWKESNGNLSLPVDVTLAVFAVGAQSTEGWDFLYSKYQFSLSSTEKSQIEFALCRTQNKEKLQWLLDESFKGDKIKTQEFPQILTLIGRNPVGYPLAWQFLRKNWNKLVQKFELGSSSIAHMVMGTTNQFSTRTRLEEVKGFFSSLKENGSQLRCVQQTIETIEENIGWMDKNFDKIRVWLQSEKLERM
PGC1a acetyl inh: lowers PGC1a acetylation signal in U2OS cells. AlphaScreen anti-acetyl-lysine; with virally co-expressed GCN5 acetyltransferase. 350,000 compounds, 0.17% hits. AID 651687. inhibition, % at 15.6 µM;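 active means every replicate shows inhibition of at least 40%; inconclusive means mean inhibition at least 40% but some replicate below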;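 further: 0% = neutral control wells and 100% = positive control wells; some results beyond the cut were filed as inactive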
S100A4 MyoIIA: S100A4-myosin IIA interaction inhibition; 360,000 compounds, 0.14% hits; P26447; S100A4/TAMRA-MyoIIA peptide fluorescence polarization; inhibition, % at 10.7 µM;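 active means mean inhibition of at least 70% across replicates, with every replicate also reaching that level; inconclusive means mean inhibition reaches 70% but some replicates fall short; inactive means mean inhibition below 70%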
Target sequence (P26447 whole entry, looked up): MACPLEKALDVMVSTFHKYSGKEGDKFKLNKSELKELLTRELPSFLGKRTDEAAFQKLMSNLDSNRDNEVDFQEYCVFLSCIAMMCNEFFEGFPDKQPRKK
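Compound dosing: one dose per compound; test system: human S100A4 monomer with TAMRA-labelled myosin IIA peptide; probe or stimulus: TAMRA-labelled myosin IIA heavy-chain peptide probe, 5 nM; medium: HEPES buffer with Ca2+, pH 7.2; schedule: 5 min incubation before reading; benchmarks: neutral control DMSO, positive control TFP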
Statin myotox sup: protects C2C12 myotubes from simvastatin toxicity. 330,000 compounds, 0.78% hits. rescue of ATP level, % at 7.49 µM. ATP luminescence, 48 h; scaled: DMSO 0, geranylgeraniol control 100;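 active means mean ATP rescue above about 67%, or every replicate alone reaching that limit, limit read from the data, passing the limit was not always enough; inconclusive means no clear call, values can overlap the other calls; inactive means mean under the limit and some replicate under it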;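 further: myotubes were challenged with 10 µM simvastatin during compound exposure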
An asterisk follows results filed as active; ? = inconclusive; . = not tested or not shown; & = joins results of further samples. A portion of the library, so the mix of outcomes need not match the whole.

Each structure is followed by: LGR2 antag, XiGFP reactiv, Cneo AK release, SIRT5 inh, ERAP1 inh, PGC1a acetyl inh, S100A4 MyoIIA, Statin myotox sup
CC(=O)N1CC=CC1(CC(C)C)C(=O)NCCc1c[nH]c2ccccc12 (stereo unspecified)
 : -12.9, 0.1, 1.2, ., -1.6, ., 0.3, 0.1
COc1ccc(NC(=O)N(C)C[C@H]2OCCCC[C@H](C)Oc3ccc(NC(=O)Nc4ccccc4)cc3C(=O)N([C@@H](C)CO)C[C@H]2C)cc1
 : 5.1, 0.0, 4.0, 0.7, -1.9, 8.5, 4.4, .
Cc1ccc(CNC(=O)c2ccc(CS(=O)(=O)c3ccccc3)o2)cc1
 : 15.4, 0.2, 1.0, -2.3, -4.2, 43.9*, -3.3, 9.0
O=C(NCc1ccc(Cl)cc1)c1cc([N+](=O)[O-])ccc1Cl
 : 40.6, 0.0, ., -1.4, 0.1, ., -1.1, .
COc1ccccc1NC(=O)N1CC(=O)N2[C@@H](CO)[C@H](c3ccc(C#Cc4ccccc4)cc3)[C@@H]2C1
 : 1.6, 0.2, ., 1.1, 2.2, -10.0, 42.2, .
C[C@@H]1CCCCO[C@@H](CN(C)S(=O)(=O)c2ccccc2)[C@H](C)CN([C@H](C)CO)C(=O)c2cc(NC(=O)C3CCCCC3)ccc2O1
 : -7.2, 0.2, 2.1, 1.6, -3.2, 7.6, -5.0, .
C[C@H]1CN([C@@H](C)CO)C(=O)CCCn2nncc2CO[C@H]1CN(C)S(=O)(=O)c1ccccc1
 : 1.7&-15.4, 0.1&0.0, 0.5&0.0&-19.0, 1.5&-3.2, -1.2&-4.7&1.3, 5.2&7.3&5.8, 4.3&0.6&-8.1, 3.8&-7.9&3.2
COc1ccc(S(=O)(=O)Nc2ccc3c(c2)C(=O)N([C@@H](C)CO)C[C@H](C)[C@H](CN(C)C(=O)CCCN(C)C)OCCCC[C@H](C)O3)cc1
 : 7.2, ?, 2.6, -4.9, -4.3, 6.7, -6.1, -2.2
Cc1ccc(S(=O)(=O)N[C@@H]2C=C[C@H](CC(=O)N3CCN(c4ccccc4)CC3)O[C@H]2CO)cc1
 : 5.9, 0.5, -1.4, 2.4, -1.5, 8.0, 4.4, -1.8
CC(C)Oc1ccc(CCC(=O)NNC(=O)c2ccccc2C(=O)O)cc1
 : 3.3, 0.1, -0.7, -2.9, -1.4, -0.1, -3.4, ?
CN1C(=O)c2cc(NC(=O)Cc3ccccc3)ccc2OC[C@H]2O[C@@H](CC(=O)NCC3CC3)CC[C@H]21
 : 4.4, 0.4, -0.9, 1.8, -0.7, -0.9, 7.4, -3.7
COc1ccc(NC(=O)CSc2nnc(C3CCCCC3)n2N)c(OC)c1
 : -0.1, 0.5, 18.3, -4.1, 0.8, -8.0, -1.8, -5.4
COc1ccc(S(=O)(=O)N(C)C[C@H]2Oc3ccc(N(C)C)cc3C(=O)N([C@H](C)CO)C[C@H]2C)cc1
 : 6.5, 0.1, -6.1, 0.0, 4.6, -2.3, 1.4, -28.5
Cc1noc(C)c1NC(=O)Nc1ccc2c(c1)C(=O)N([C@@H](C)CO)C[C@@H](C)[C@@H](CN(C)C(=O)NC(C)C)OCCCC[C@@H](C)O2
 : -9.4, 0.1, 3.2, -0.3, -0.9, 5.5, 0.6, .
CC1CCN(C(=O)CSc2nc(C3CC3)nc3ccccc23)CC1
 : 5.8, 0.0, ., 3.0, 0.4, 11.1, -0.2, -13.2
CC(C)NC(=O)N(C)C[C@H]1Oc2ccc(NC(=O)Nc3ccc(F)cc3)cc2CC(=O)N([C@@H](C)CO)C[C@@H]1C
 : 17.4, -0.2, -5.4, 3.4, 0.7, -7.3, 0.2, -5.3
CO[C@@H]1CN(C)C(=O)c2ccc(NC(=O)C3CC3)cc2OC[C@H](C)N(Cc2cc(F)ccc2F)C[C@H]1C
 : 15.7, 0.2, -4.3, 14.8, 0.3, -1.0, 7.6, 14.7
NS(=O)(=O)c1ccc(CCNC(=O)CCCn2c(=O)[nH]c3ccc(Br)cc3c2=O)cc1
 : -29.0, 0.0, ., -3.7, -2.1, ., -2.9, .
CC1CCCN(S(=O)(=O)c2cccc3nonc23)C1 (stereo unspecified)
 : 3.4, -0.1, 0.6, 0.9, -0.3, ., -0.9, -6.2
Cc1[nH]n(-c2ccc(Cl)c(Cl)c2)c(=O)c1CCO
 : -4.3, 0.0, 0.0, -5.6, 0.5, 1.9, -15.8, -2.8
O=C(CN1CCOCC1)N1CCCCN2[C@H](CO)[C@H](c3ccc(C#Cc4ccccc4F)cc3)[C@H]2C1
 : -4.8, 0.1, 5.6, -0.3, -2.9, -5.7, -11.6, -11.5
O=C1Nc2ccccc2-n2nnnc2C1N1CCN(c2ccccn2)CC1 (stereo unspecified)
 : -8.9, 0.5, ., -2.6, -2.5, ., 0.4, .
O=C(COC(=O)c1cccc(S(=O)(=O)N2CCc3ccccc32)c1)NCc1ccco1
 : 5.0, 0.4, ., -6.1, 5.0, 1.6, 5.8, .
C[C@@H]1CN([C@@H](C)CO)C(=O)c2cc(NC(=O)Nc3ccc4c(c3)OCO4)ccc2O[C@@H]1CN(C)Cc1ccc(C(F)(F)F)cc1
 : ., ., 1.6, 16.7*, 0.0, 13.3, -4.3, .
Cc1ccc(S(=O)(=O)Nc2ccc3c(c2)C(=O)N([C@@H](C)CO)C[C@H](C)[C@@H](CN(C)S(=O)(=O)c2ccc(F)cc2)OCCCC[C@H](C)O3)cc1
 : 22.8, -0.9, 1.7, 2.0, 4.3, -1.1, -7.0, .
Cc1cc(C(=O)N2CCC(Cc3ccccc3)CC2)c(C)o1
 : 13.9, 0.3, -1.7, -15.9, 3.6, 7.0, 4.0, 1.6
Clc1ncc(CN2CCN(c3ccccc3)CC2)s1
 : 1.7, 0.0, ., 0.5, -1.6, -1.1, 5.3, .
O=C(O)CCNS(=O)(=O)c1ccc(Oc2ccccc2)cc1
 : -4.2, ., 0.6, ., ., 17.1, ., 2.2
Cc1onc(-c2ccccc2Cl)c1C(=O)N(Cc1ccccc1)C(C)C
 : 6.5, 0.0, 1.9, -1.3, -0.3, -3.8, 0.6, -11.7
CCOC(=O)C1=NN(C(=O)c2ccccc2)C(O)(c2ccc(C)cc2)C1 (stereo unspecified)
 : 12.0, 0.2, ., -1.3, 6.5, ., 1.2, .
O=C(NCC1CCCO1)C(c1ccncc1)N(Cc1cccs1)C(=O)CN1C(=O)c2ccccc2S1(=O)=O (stereo unspecified)
 : -12.3, 0.0, ., -2.3, 1.9, -6.6, -5.5, 7.0
CCCCNC(=O)c1nc(C2CCN(S(=O)(=O)c3ccccc3)CC2)oc1-c1cccc(C(F)(F)F)c1
 : 11.3, 0.7, -0.5, -4.8, -3.9, -11.7, -3.6, 0.6
CN(CC(=O)Nc1ccccc1Br)C(=O)CNC(=O)c1ccco1
 : 12.3, 0.1, ., -0.8, -6.4, ., -0.8, .
COC(=O)CSc1nc2cc(C)cc(C)c2cc1C#N
 : -35.5, ., -0.3, ., ., 8.1, ., 16.8
COc1ccccc1CNC(=O)c1cccc(C)c1[N+](=O)[O-]
 : 5.3, 0.9, 1.8, -6.6, -1.1, 4.9, 5.1, -2.6
COc1ccc(CNC(=O)C[C@H]2C[C@@H]3c4cc(NC(=O)CC5CC5)ccc4O[C@@H]3[C@H](CO)O2)cc1
 : -5.9, -0.1, -0.9, ., ., -4.9, ., 0.8
O=C(CSc1nc2ccccc2nc1N1CCCCC1)N1CCN(c2ccccc2)CC1
 : -15.8, -0.3, 0.0, -1.7, -2.1, -0.8, -9.0, 6.0
COc1ccccc1NC(=O)N(C)C[C@@H]1OCc2cnnn2CCCC(=O)N([C@@H](C)CO)C[C@H]1C
 : 30.7&26.1, 0.1&-0.2, -1.4&-2.2&-1.3, -3.5&5.3&-2.5, -3.2&1.5&1.5, 12.3&2.6&6.0, -2.4&0.3&5.1, 0.4&11.4&5.0
O=C(c1ccccc1)c1cn[nH]c1-c1ccccc1O
 : -10.9, ., 0.2, ., ., 22.4, ., 1.2
CCN(CC)CC#CCOC(=O)C(O)(c1ccccc1)C1CCCCC1 (stereo unspecified)
 : 5.2, 1.3, -0.9, 3.0, 0.2, -34.6, -4.6, -0.8
CCOC(=O)C(Cc1ccccc1)C(=O)c1ccco1 (stereo unspecified)
 : -21.9, 0.2, -1.7, -0.3, -1.3, ., -1.7, 2.1
Cc1nn(-c2ccccc2)c(C)c1/C=C/C(=O)OCC(=O)Nc1ncc(Cl)cc1Cl
 : 6.1, -0.1, ., 2.6, -3.3, ., 6.7, .
CCCCc1c(-c2ccccc2OC)ncn1Cc1ccccc1
 : 11.1, 0.0, ., ., 1.9, ., 1.1, .
COc1ccc(NC(=O)Nc2ccc3c(c2)C(=O)N([C@H](C)CO)C[C@H](C)[C@@H](CN(C)C(=O)Nc2ccc(F)cc2)OCCCC[C@H](C)O3)cc1
 : -1.2, 0.1, -5.5, 14.9, -0.6, -7.4, -3.9, 11.4
CN(C(=O)COC(=O)c1ccc2c(c1)OCO2)C1CCCCC1
 : -30.8, 0.3, 0.8, 0.9, 0.9, -10.6, 4.6, 0.8

An excerpt from above in order of formula weight, largest number first:
Each structure is followed by: LGR2 antag, XiGFP reactiv, Cneo AK release, SIRT5 inh, ERAP1 inh, PGC1a acetyl inh, S100A4 MyoIIA, Statin myotox sup
COc1ccc(NC(=O)Nc2ccc3c(c2)C(=O)N([C@H](C)CO)C[C@H](C)[C@@H](CN(C)C(=O)Nc2ccc(F)cc2)OCCCC[C@H](C)O3)cc1
 : -1.2, 0.1, -5.5, 14.9, -0.6, -7.4, -3.9, 11.4
COC(=O)CSc1nc2cc(C)cc(C)c2cc1C#N
 : -35.5, ., -0.3, ., ., 8.1, ., 16.8
O=C(c1ccccc1)c1cn[nH]c1-c1ccccc1O
 : -10.9, ., 0.2, ., ., 22.4, ., 1.2

Following part
Each structure is followed by: LGR2 antag, XiGFP reactiv, Cneo AK release, SIRT5 inh, ERAP1 inh, PGC1a acetyl inh, S100A4 MyoIIA, Statin myotox sup
Cc1c(C(=O)Nc2ccc3c(c2)OCCO3)cnn1C
 : -14.6, 0.1, 14.6, 0.0, -0.4, ., -5.2, -0.9
C=CCNc1nc(C(=O)OCC(=O)c2cccc(Br)c2)cs1
 : -11.8, 0.4, 0.6, -0.2, 4.2, 6.9, 1.6, -6.5
COc1ccc(CN(C)C[C@@H]2OCCCC[C@@H](C)Oc3ccc(NC(=O)Nc4ccc(OC)cc4)cc3C(=O)N([C@@H](C)CO)C[C@@H]2C)cc1
 : -3.5, 0.3, 4.2, -0.6, -1.4, 3.5, 0.6, .
O=C(c1cccnc1Cl)N1CCOCC1
 : 44.0, -0.1, ., 1.0, -2.8, 1.9, -8.7, .
CCN1C(=NCCOC)N[C@@H](c2ccccc2)[C@H](C(=O)OC)[C@H]1C
 : -15.6, 0.0, 0.1, ., ., ., -2.3, 3.4
Cn1c(C(=O)NCCCN2CCCCCC2)cc2c(=O)n(C)c3ccccc3c21
 : 15.2, 0.4, 1.2, ., ., -3.8, -2.8, 1.4
